# Screening results: PubChem BioAssay, several laboratories
# DNA FID counter: fluorescent intercalator displacement, NS3 helicase counter-screen; DNA fluorescent intercalator displacement, fluorescence; inhibition, % at 7.9 µM; hit rate 0.17% among 290,000; in the data active = inhibition above about 37%;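 also: 0% = vehicle and 100% = reference compound; higher means more ethidium bromide displaced from hairpin DNA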
# IMP-1 inhibitor: inhibitors of Pseudomonas aeruginosa IMP-1 metallo-beta-lactamase | hit rate 0.45% among 290,000 | purified IMP-1, nitrocefin hydrolysis, epi-absorbance fluorescence | inhibition, % at 5.6 µM;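 active = inhibition above the mean plus 3 SD of all compounds in the same screening run, cut at about 4.5% in these data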;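 also: 0% = IMP-1 with DMSO and 100% = DMSO wells lacking enzyme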
#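 Material – recombinant IMP-1 enzyme, purified · Amount – IMP-1 0.2 nM before substrate addition · Medium – HEPES buffer pH 7.1 with ZnSO4 and Brij 35 · Timing – 25 °C, 15 min preincubation, 25 min reaction · Measured by – plate fluorescence quenching by hydrolysis product, ex 480/em 530 nm · Read-out – percent enzyme inhibition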
# IDE act: IDE (human) activation, cell-based | activation, % at 5.96 µM | hit rate 0.073% among 340,000 | HEK cells, FAbeta-B cleavage, fluorescence polarization; 0% vehicle, 100% cell-free pure enzyme wells | AID 493087;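 active = activation above the mean of all tested compounds plus 3 SD, set per screening campaign, cut at about 17% in these data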
# PHOSPHO1 inh: PHOSPHO1 (human) inhibition | AID 1565 | inhibition, % at 13.3 µM | recombinant PHOSPHO1, absorbance phosphatase assay | hit rate 1.1% among 290,000 | Q8TCT1; in the data active = inhibition above about 60%
# Target sequence (Q8TCT1 whole entry, looked up): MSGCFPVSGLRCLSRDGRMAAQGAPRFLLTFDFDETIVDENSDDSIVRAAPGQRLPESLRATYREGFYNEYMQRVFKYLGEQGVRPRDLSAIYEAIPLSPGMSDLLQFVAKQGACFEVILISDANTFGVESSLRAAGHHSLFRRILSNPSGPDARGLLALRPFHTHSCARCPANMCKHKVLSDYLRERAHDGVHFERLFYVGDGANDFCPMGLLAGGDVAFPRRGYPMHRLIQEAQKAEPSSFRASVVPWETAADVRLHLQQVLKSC
# MEKK3 PB1 HTS: MEKK3-MEK5 PB1 interaction, increase or decrease. bead-based flow cytometry, Alexa488-MEK5 binding to MEKK3; actives lie on both sides; 0 = blocked by unlabeled MEK5, 100 = vehicle. hit rate 1.4% among 290,000. binding response (% of control), % at 10 µM. Q99759;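 active = binding response more than 3 SD above or below the average of its plate-row segment, actives on both sides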;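 also: Alexa488 bead fluorescence after subtracting the streptavidin-only scavenger bead signal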
# Target sequence (Q99759 whole entry, looked up): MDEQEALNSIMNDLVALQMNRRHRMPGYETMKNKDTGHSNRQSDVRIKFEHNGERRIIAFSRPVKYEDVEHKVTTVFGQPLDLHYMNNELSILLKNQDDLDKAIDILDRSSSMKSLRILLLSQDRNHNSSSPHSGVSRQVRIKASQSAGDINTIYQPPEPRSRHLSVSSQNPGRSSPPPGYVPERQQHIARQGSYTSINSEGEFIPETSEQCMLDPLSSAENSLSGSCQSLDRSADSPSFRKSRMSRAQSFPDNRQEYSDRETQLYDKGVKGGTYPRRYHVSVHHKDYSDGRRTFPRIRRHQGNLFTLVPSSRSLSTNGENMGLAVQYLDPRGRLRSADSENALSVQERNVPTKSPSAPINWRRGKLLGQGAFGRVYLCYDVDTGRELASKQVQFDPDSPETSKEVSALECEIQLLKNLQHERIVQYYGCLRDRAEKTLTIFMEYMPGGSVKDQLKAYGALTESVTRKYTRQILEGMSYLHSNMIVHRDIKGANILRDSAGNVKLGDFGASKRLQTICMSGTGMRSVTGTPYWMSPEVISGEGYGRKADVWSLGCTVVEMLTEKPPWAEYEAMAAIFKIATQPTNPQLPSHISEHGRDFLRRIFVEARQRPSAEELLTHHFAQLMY
# VIM-2 inh: inhibitors of Pseudomonas aeruginosa VIM-2 metallo-beta-lactamase | AID 1527 | hit rate 0.89% among 290,000 | inhibition, % at 5.6 µM | purified VIM-2, nitrocefin hydrolysis, epi-absorbance fluorescence;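 active = inhibition above the mean of all tested compounds plus 3 SD, cutoff set per screening run, cut at about 7.5% in these data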;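 also: red hydrolysis product quenches plate fluorescence so inhibitors raise well fluorescence; 0% = enzyme with DMSO and 100% = DMSO without enzyme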
# p-CIP stab down: compounds decreasing mouse p/CIP protein stability; F442A p/CIP-EGFP cells, EGFP fluorescence, 16 h; decrease of EGFP signal, % at 10 µM; hit rate 0.01% among 290,000; AID 1984;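 active = EGFP signal decrease of at least 30% at 10 µM or well 3 SD below plate mean, unless failing retest; inactive = the rest, including hits failing retest or dose response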; also: some compounds called inactive have numbers as strong as hits; many of its hits are not listed in these tables
# NS3 helicase inh: inhibitors of Hepatitis C virus NS3 helicase | NS3 helicase DNA unwinding, Cy5 molecular beacon fluorescence | hit rate 0.56% among 290,000 | inhibition, % at 10.9 µM | AID 1800;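 active = inhibition above the mean of all tested compounds plus 3 SD, set per campaign, cut at about 35% in these data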;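 also: 0% = DMSO wells and 100% = thioflavine S control wells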
#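 System: Hepatitis C virus NS3 helicase domain fragment enzyme | Reagent: Annealed dual-labelled DNA beacon duplex, ATP-started | Compound dosing: 10.9 µM single point, 0.8% DMSO | Incubation: 1 h reaction at 25 °C, ATP-initiated | Technique: Cy5 fluorescence | Evaluation: Percent inhibition from t60/t0 fluorescence ratio | Benchmarks: Low DMSO, high thioflavine S at 110 µM | Replication: Singlicate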
# SUMO HTRF inh: blocks human SUMOylation mediated by UBC9; HTRF SUMOylation assay, SAE1/SAE2 + UBC9, in vitro; inhibition, % at 35 µM; P63279; hit rate 0.36% among 290,000; in the data active = inhibition above about 50%, passing the limit was not always enough; also: strong numbers were not always called active
# Target sequence (P63279 whole entry, looked up): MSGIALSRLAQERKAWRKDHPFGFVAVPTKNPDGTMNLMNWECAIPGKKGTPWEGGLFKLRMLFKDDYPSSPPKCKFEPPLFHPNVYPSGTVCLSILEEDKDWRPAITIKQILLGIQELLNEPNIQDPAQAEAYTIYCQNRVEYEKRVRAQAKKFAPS
# An asterisk follows results filed as active; . = no result given. The list is partial; count on the stated rates, not on these rows.
Structure,DNA FID counter,IMP-1 inhibitor,IDE act,PHOSPHO1 inh,MEKK3 PB1 HTS,VIM-2 inh,p-CIP stab down,NS3 helicase inh,SUMO HTRF inh
COc1ccc(C2=NOC(C(=O)NCc3cccnc3)C2)cc1OC (stereo not given),-6,-3.4,5,44,95,-3.8,0,-5,10
O=C(CN(C(=O)CSc1nnc(COc2ccccc2)o1)c1ccc(F)cc1)NC1CCCCC1,-4,-3.9,1,21,101,0.2,-11,8,-8
C[C@H](NC(=O)c1nc[nH]c1C(=O)N[C@@H](Cc1ccccc1)C(=O)OC(C)(C)C)C(=O)OC(C)(C)C,.,.,6,18,105,.,-14,.,-16
CCN(CC)S(=O)(=O)c1ccc(NC(=O)CSc2ncnc3ccccc23)cc1,-14,-2.9,-2,-2,101,0.9,-8,-17,10
CC#CC(=O)N1CCC(Oc2cccc(C(=O)NCc3ccccn3)c2)CC1,-26,-2.5,1,23,102,-3.9,1,-5,5
CCN(CC)C(=O)CN1C(=O)COCC1=O,-1,-3.2,-2,5,95,-1.8,-7,-7,3
Cc1cc(C(=O)COc2ccc3ccc(=O)oc3c2)c(C)n1Cc1cccs1,-4,0.3,1,8,142*,-0.1,1,15,14
Cc1ccc(NC(=O)c2ccccc2NS(=O)(=O)c2ccc(Cl)s2)cc1S(=O)(=O)N1CCOCC1,-29,0.4,-4,0,93,0.3,-14,-37,12

# The listing continues:
Structure,DNA FID counter,IMP-1 inhibitor,IDE act,PHOSPHO1 inh,MEKK3 PB1 HTS,VIM-2 inh,p-CIP stab down,NS3 helicase inh,SUMO HTRF inh
Cc1ccc(NC(=O)C2C3CCC(O3)C2C(=O)O)cc1C (stereo not given),-1,3.9,4,39,103,4.0,-15,9,6
O=[N+]([O-])c1cc(/C=N\Nc2nc(-c3ccccc3)cs2)ccc1O,-2,-3.9,-9,-31,101,-4.9,12,10,30
O=C(NCCc1ccccc1)C(=O)N/N=C/c1ccc2c(c1)OCO2,-1,-4.5,3,-86,99,-2.4,-15,7,6
N#Cc1nc(Cc2ccccc2)oc1NCc1ccccc1Cl,-22,-3.3,4,7,.,-1.4,-24,-2,9
CCn1c(SCC(=O)NC)nnc1C(C)C,2,0.7,3,-1,94,-1.1,-2,-7,-23
COc1cc(C2Nc3cccc4cccc(c34)N2)ccc1OC(C)=O,2,0.6,2,10,93,-0.4,-4,0,64*
CC/C(=N\NC(=O)CSCc1ccccc1Br)c1ccc2c(c1)OCCO2,-5,-2.5,-3,8,90,-4.8,0,-7,7
Cc1ccc2nc(-c3ccccc3)c(CN3CCSCC3)n2c1,-7,-1.6,3,49,99,-2.9,5,-6,7

# Following part
Structure,DNA FID counter,IMP-1 inhibitor,IDE act,PHOSPHO1 inh,MEKK3 PB1 HTS,VIM-2 inh,p-CIP stab down,NS3 helicase inh,SUMO HTRF inh
CC(=O)Nc1ccc2nc(N)sc2c1,-3,-1.2,2,.,99,-3.1,.,-2,.
NS(=O)(=O)c1ccc(NC(=O)c2cc(Cl)sc2Cl)cc1,-4,-3.0,5,22,99,-1.4,-7,1,15
CCOc1cc(C2C(C#N)=C(N)Oc3n[nH]c(C)c32)ccc1OCCN1CCOCC1 (stereo not given),-2,-1.0,1,-12,102,1.3,-16,-5,20
O=C(NNC(=S)NCc1ccco1)c1ccc(S(=O)(=O)N2CCOCC2)cc1,4,-0.9,6,14,92,-4.9,10,7,15
Cc1cccc(Nc2ccccc2C(=O)OCC(=O)N(C)C2CCS(=O)(=O)C2)c1C (stereo not given),-7,-0.7,-1,-6,87,-2.8,-5,2,6
NC(=O)C(=O)NCCCN1CCOCC1,-10,-2.3,2,20,93,-0.8,-2,-2,14
CCc1cc(C(=O)NNC(=S)NC2CCCCC2)cs1,-20,-1.1,-3,-102,100,-0.5,-18,32,-4
CC(C)c1ccccc1OCCNS(C)(=O)=O,2,-3.9,1,16,100,-1.7,-7,-1,14

# (more compounds)
Structure,DNA FID counter,IMP-1 inhibitor,IDE act,PHOSPHO1 inh,MEKK3 PB1 HTS,VIM-2 inh,p-CIP stab down,NS3 helicase inh,SUMO HTRF inh
CCOC(=O)c1c(C)[nH]c(C(=O)COC(=O)[C@H](C)NC(=O)c2ccccc2Cl)c1C,-27,-2.5,-6,-1,104,-1.9,2,-6,-15
CCc1ccc2nc3sc(C(=O)Nc4nnc(CC)s4)c(N)c3cc2c1,-9,-2.0,-12,-12,103,-4.9,-6,10,24
CC1CCCC(NC(=O)CCC(=O)N2CCOc3ccccc32)C1C (stereo not given),-32,-0.9,5,41,98,-0.1,-6,0,-2
CN(C)S(=O)(=O)c1ccc(NC(=O)CSc2nc3ccccc3n2-c2ccccc2)cc1,-17,-1.8,-3,1,94,-3.8,-7,-7,-10
CC(=O)Nc1ccc(Sc2ncccc2C(=O)Nc2cc(Cl)cc(Cl)c2)cn1,3,-0.7,4,9,101,0.0,-8,-10,10
O=C(OCCN1C(=O)c2ccccc2C1=O)C1CCN(S(=O)(=O)c2cccs2)CC1,-10,-2.5,0,3,101,1.5,0,-4,19
CCOC(=O)C1CCCN(C(=O)c2ccc(C)c([N+](=O)[O-])c2)C1 (stereo not given),-7,-1.8,-6,6,109,-4.9,-7,-12,17
COc1cc(C2Nc3ccccc3C(=O)N2c2ccc(Cl)cc2)c(Cl)cc1OCC(=O)O (stereo not given),-46,-1.3,7,-11,94,-1.3,5,6,12

# (further entries)
Structure,DNA FID counter,IMP-1 inhibitor,IDE act,PHOSPHO1 inh,MEKK3 PB1 HTS,VIM-2 inh,p-CIP stab down,NS3 helicase inh,SUMO HTRF inh
O=C(CCc1nc(-c2ccccc2)no1)NC1CCCCC1,-10,-0.8,-4,3,98,-0.9,5,-7,6
O=C(O)/C=C/c1ccc(S(=O)(=O)Nc2ccc(C(=O)NCC(=O)O)cc2)cc1,4,-1.1,3,2,95,0.7,11,2,-2
CN1CCc2c(C#N)c(N3CCOCC3)nc(NCC3CCCO3)c2C1 (stereo not given),-3,-1.5,.,40,78,-1.0,-2,-6,47
O=C(Nc1ccc(Cl)cn1)c1ccc(COCC(F)(F)C(F)F)o1,-8,-3.6,1,-2,109,-3.0,10,6,-11
O=C(COc1ccc2ccccc2c1Br)Nc1ncn[nH]1,-13,-3.4,-5,-19,99,-0.1,-10,5,0
Cc1cc(Br)ccc1NC(=O)c1ccccc1-c1ccccc1,-14,-1.6,3,1,104,-1.6,-10,3,-14
COc1cc2nc(C)sc2cc1SC,3,-3.5,-1,-28,94,-2.7,6,0,-8
O=S(=O)(Nc1cccc(-c2nc3cccnc3s2)c1)c1ccc2c(c1)OCCO2,-8,-2.5,1,-18,112,-2.2,-18,-12,4

# Carrying on.
Structure,DNA FID counter,IMP-1 inhibitor,IDE act,PHOSPHO1 inh,MEKK3 PB1 HTS,VIM-2 inh,p-CIP stab down,NS3 helicase inh,SUMO HTRF inh
CCCNC(=O)COc1coc(CN2CCN(c3ccc(F)cc3)CC2)cc1=O,-22,-4.0,1,31,103,-1.4,-19,1,-4
C=CCN1C(=O)C2(C(C#N)=C(N)Oc3n[nH]c(CCC)c32)c2ccccc21 (stereo not given),-25,-5.3,3,11,99,1.2,10,0,-6
CCN(Cc1ccccc1)C(=O)Cn1c(=O)n(CC(=O)NCc2ccco2)c(=O)c2sccc21,-8,-2.4,0,-5,103,-3.2,0,14,20
O=c1sc2ccccc2n1COc1ccccc1,-2,-2.5,2,7,.,-2.2,9,-10,4
CC(=O)N1N=C(C)CC1c1ccc(OCc2ccccc2)cc1 (stereo not given),-21,-0.9,2,1,103,-3.6,-7,1,-4
O=C(COc1ccc2ccccc2c1)N1CCN(C(=O)c2ccc([N+](=O)[O-])cc2)CC1,-22,-2.0,2,42,103,-1.4,2,11,-1
CCNC(=O)c1ccc2c(c1)S(=O)(=O)c1ccccc1C2=O,1,-4.7,-1,39,101,0.1,3,4,14
CC(C)(C)c1ccc(C(=O)N2CCN(C(=O)c3ccco3)CC2)cc1,-30,-2.7,3,43,101,-2.9,-13,-7,7

# Records above that bear a hit mark in MEKK3 PB1 HTS:
compound,IMP-1 inhibitor,IDE act,PHOSPHO1 inh,MEKK3 PB1 HTS,VIM-2 inh,p-CIP stab down,NS3 helicase inh,SUMO HTRF inh
Cc1cc(C(=O)COc2ccc3ccc(=O)oc3c2)c(C)n1Cc1cccs1,0.3,1,8,142*,-0.1,1,15,14

# Further structures.
Structure,DNA FID counter,IMP-1 inhibitor,IDE act,PHOSPHO1 inh,MEKK3 PB1 HTS,VIM-2 inh,p-CIP stab down,NS3 helicase inh,SUMO HTRF inh
C=CCn1c(SCC(=O)c2ccc(NS(=O)(=O)c3ccccc3)cc2)nnc1-c1cccs1,-26,-1.9,-2,2,103,1.9,-4,-12,5
CCN(CC)c1ccc(CNc2nnnn2C)cc1,-1,-1.4,3,24,103,-0.3,-3,-2,7
CC(C)C(=O)Nc1ccc(NC(=S)NC(=O)c2ccc([N+](=O)[O-])cc2)cc1,0,-3.9,-5,18,95,-3.6,-15,6,-2
Cc1cc(C)c(C#N)c(Oc2ccccc2Br)n1,-2,-2.6,0,48,105,-4.5,-13,0,18
COCCN(C(=O)CSc1nnc(-c2cccc(OC)c2)n1C)c1c(N)n(Cc2ccccc2)c(=O)[nH]c1=O,-26,2.1,0,28,101,0.6,1,0,-6
Cc1[nH]c2ccccc2c1C(=O)Cn1c(=O)oc2ccccc21,1,-6.3,8,8,100,3.1,-8,4,6
CCCn1c(SCC(=O)N2N=C3/C(=C/c4ccc(OC)cc4)CCCC3C2c2ccc(OC)cc2)n[nH]c1=O (stereo not given),-40,-2.8,7,-15,103,-1.3,3,-17,-18
CCC(=O)N1N=C(c2cccs2)CC1c1ccco1 (stereo not given),-6,-1.8,8,21,103,-0.4,-1,7,11
CCOC(=O)C(C(=O)N1CCOCC1)C1CCCCC1 (stereo not given),-5,-6.5,7,-7,104,-2.6,-4,-4,4
Cc1nnsc1C(=O)Nc1ccc(S(=O)(=O)N2CCCCC2)cc1,1,-0.3,8,31,100,-4.4,-4,-3,-4
CCOC(=O)CN(C(=O)CSc1nnc2c(n1)[nH]c1ccc(F)cc12)c1ccccc1,-16,-3.6,3,14,103,-3.4,6,-10,-26

# Exported with two lines to a compound: entries from further up
# Each structure is followed by: DNA FID counter	IMP-1 inhibitor	IDE act	PHOSPHO1 inh	MEKK3 PB1 HTS	VIM-2 inh	p-CIP stab down	NS3 helicase inh	SUMO HTRF inh
CCOC(=O)C(C(=O)N1CCOCC1)C1CCCCC1 (stereo not given)
    -5	-6.5	7	-7	104	-2.6	-4	-4	4
Cc1nnsc1C(=O)Nc1ccc(S(=O)(=O)N2CCCCC2)cc1
    1	-0.3	8	31	100	-4.4	-4	-3	-4
CCOC(=O)CN(C(=O)CSc1nnc2c(n1)[nH]c1ccc(F)cc12)c1ccccc1
    -16	-3.6	3	14	103	-3.4	6	-10	-26

# Some of these compounds in order of their number in p-CIP stab down, low to high:
canonical_smiles	p-CIP stab down
CCN(CC)c1ccc(CNc2nnnn2C)cc1	-3
CCC(=O)N1N=C(c2cccs2)CC1c1ccco1 (stereo not given)	-1
CCCn1c(SCC(=O)N2N=C3/C(=C/c4ccc(OC)cc4)CCCC3C2c2ccc(OC)cc2)n[nH]c1=O (stereo not given)	3
